MITF inh: inhibitors of human MITF. AlphaScreen MITF homodimerization, bead proximity signal. inhibition, % at 2.6 µM. 0.91% of 650,000 active. AID 1259374; in the data active = inhibition above about 50%;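 note: 0% = vehicle wells with protein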
Target sequence (O75030 whole entry, looked up): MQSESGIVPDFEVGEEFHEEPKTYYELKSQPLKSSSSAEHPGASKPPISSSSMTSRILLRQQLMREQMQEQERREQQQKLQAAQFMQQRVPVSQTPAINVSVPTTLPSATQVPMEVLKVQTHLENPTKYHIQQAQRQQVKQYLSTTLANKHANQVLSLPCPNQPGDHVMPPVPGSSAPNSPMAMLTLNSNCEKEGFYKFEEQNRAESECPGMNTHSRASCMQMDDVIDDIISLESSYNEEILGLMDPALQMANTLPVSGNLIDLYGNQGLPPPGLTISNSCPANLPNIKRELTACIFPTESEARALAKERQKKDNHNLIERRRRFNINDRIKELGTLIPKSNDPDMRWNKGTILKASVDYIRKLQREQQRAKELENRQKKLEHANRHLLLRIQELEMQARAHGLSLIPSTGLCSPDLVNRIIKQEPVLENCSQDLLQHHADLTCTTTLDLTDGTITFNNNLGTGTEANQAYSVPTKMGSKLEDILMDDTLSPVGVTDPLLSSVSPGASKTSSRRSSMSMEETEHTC
FBW7 act: human FBW7 E3 ligase activation, primary screen. 0.13% of 650,000 active. normalized activity (activation), % at 26.1 µM. AID 1259310. Q969H0. AlphaScreen FBW7–phospho-cyclin E peptide binding, activator screen; in the data active = normalized activity above about 1.9%;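 note: purified mutant Fbw7 with reduced substrate affinity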
TEAD-YAP inh: TEAD-YAP interaction inhibition; inhibition, % at 9.12 µM; 1.4% of 640,000 active; HEK-TIYL cells, TEAD-Gal4/YAP UAS-luciferase luminescence; in the data active = inhibition above about 32%;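 note: 0% = median of test compound wells and 100% = reference inhibitor wells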
GPR151 ag: activates the human receptor GPR151; PathHunter beta-arrestin GPR151 cells, luminescence; 1% of 650,000 active; activation, % at 11.2 µM; Q8TDV0; in the data active = activation above about 4.9%;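 note: 0% = median of compound wells and 100% = cells with positive control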
Target sequence (Q8TDV0 whole entry, looked up): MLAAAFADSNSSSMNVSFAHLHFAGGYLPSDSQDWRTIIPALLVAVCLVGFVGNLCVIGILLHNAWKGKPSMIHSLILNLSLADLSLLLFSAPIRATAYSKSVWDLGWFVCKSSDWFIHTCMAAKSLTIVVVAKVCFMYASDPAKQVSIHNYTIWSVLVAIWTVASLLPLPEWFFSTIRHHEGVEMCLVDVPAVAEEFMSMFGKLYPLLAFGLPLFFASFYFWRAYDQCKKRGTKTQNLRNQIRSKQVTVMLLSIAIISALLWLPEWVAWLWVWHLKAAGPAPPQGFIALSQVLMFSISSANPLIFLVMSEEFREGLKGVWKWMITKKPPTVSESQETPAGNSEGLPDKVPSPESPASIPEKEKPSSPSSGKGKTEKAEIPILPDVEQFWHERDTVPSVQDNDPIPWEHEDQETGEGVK
* hit, by the source's call.

structure,FBW7 act,TEAD-YAP inh,GPR151 ag,MITF inh
CCc1nnc(SCC(=O)OC)c2cc3sccc3n12,0.1,2,-0.2,13
CN1C(=O)/C(=C/c2ccc(C(=O)N(CCO)c3ccccc3)cc2)SC1=S,-0.2,-12,-1.6,-9
CC1CCN(C(=O)CN2CCN(Cc3nc4ccccc4n3C)CC2)CC1,-0.3,-2,-0.9,26
O=S1(=O)N=C(Nc2cccc(Br)c2)c2ccccc21,-0.1,-1,-0.2,-3
Cc1cc(C)n(-c2nnc(SCC(=O)NC3CCCC3)c3ccccc23)n1,0.8,3,-0.5,4
CN(C)c1ccc(CN2CCOc3ccc(CN4CCCC(CO)C4)cc3C2)cc1 (stereo not given),0.0,-2,-0.2,-9
CC1CN(CCC(=O)Nc2ccccc2)CC(C)O1 (stereo not given),0.2,6,0.7,0
O=C(NCc1ccc(F)cc1)c1ccc(Cl)c([N+](=O)[O-])c1,0.3,13,-0.7,-1
COc1ccc(N2CCN(CCCNC(=O)Nc3ccc(OC)c(OC)c3)CC2)cc1,-0.2,3,0.0,-10
CN1C(=O)C(C)(C)c2cc(S(=O)(=O)N(C)CC(=O)N3CCCCCC3)ccc21,-0.1,-13,0.6,2
CCNc1nc(NC(C)C)nc(N2CCOCC2)n1,0.5,-11,0.4,2
COc1cc(/C=C2\SC(=Nc3cc(C)cc(C)c3)NC2=O)cc(I)c1OCc1ccccc1Cl,0.0,3,0.9,0
C[C@@H]1C[C@@H](C(=O)N2CCC(CO)(Cc3ccccc3Cl)CC2)NC(=S)N1,0.2,9,-0.1,1
Nc1ccc(S(=O)(=O)Nc2nccc(/C=C/c3ccc(Cl)cc3Cl)n2)cc1,0.0,3,0.5,1
COc1ccc(CC(=O)OCC(=O)Nc2cccc(Cl)c2)cc1,0.2,5,-0.2,7
O=C1C2C(c3ccc(Cl)cc3)OC3(C(=O)c4ccccc4C3=O)C2C(=O)N1c1cccc2ccccc12 (stereo not given),-0.4,-2,0.8,-4
O=C(CCCN1C(=O)CCC1=O)Nc1cccc(Cl)c1,-0.1,-8,-0.8,-5
CC(C(=O)NCc1ccc(Cl)cc1)n1c2ccccc2c2cn[nH]c(=O)c21 (stereo not given),0.2,0,-1.0,5
Cc1cccc(C(=O)N2CCC(N3CCC(C(=O)N4CCOCC4)CC3)CC2)c1,0.0,-1,0.9,3
Cc1cccc2c1NC(=O)C2=O,0.0,4,0.2,8
CCC(NC(=O)C1CC(=O)c2sc(NC(=O)COC)nc2C1)c1cccs1 (stereo not given),0.0,3,2.2,13
C=CCn1nc(C)n2c(cc3sccc32)c1=O,-0.1,3,1.1,14
O=[N+]([O-])c1ccc(SCCO)c2ccncc12,-0.3,15,-0.5,-8
CO/N=C(/C(=O)O)c1cn2cc(Br)ccc2n1,-0.1,0,0.9,-22
C=CCOC(=O)C1=C(C)NC2=C(C(=O)CC(C)(C)C2)C1c1ccc(O)c(OC)c1 (stereo not given),0.0,9,0.6,15
CN1C(C(=O)NCC2CCCO2)=CC(c2cccs2)=NS1(=O)=O (stereo not given),0.3,6,1.5,12
COc1ccccc1N1C(=O)c2ccc(-c3nc4ccccc4c(=O)o3)cc2C1=O,0.2,2,0.7,11
O=C(Nc1ccc(F)cc1)Nc1nnc(-c2cccs2)s1,-0.1,-1,1.0,-9
COc1ccc(N2CC(O)(c3ccc(F)cc3)[N+]3=C2CCCC3)cc1 (stereo not given),-0.1,-2,0.5,-2
CN1CCN(c2cc(-c3ccccn3)nc(-c3ccccc3)n2)CC1,0.0,9,0.5,8
Clc1cccc(-c2ccc(/C=C/c3nc4ccccc4o3)o2)c1,0.1,2,1.2,3
Nc1ncnc(N/N=C/c2ccc(Cl)cc2Cl)c1[N+](=O)[O-],0.2,-39,0.5,7
c1ccc(Nc2nc(NCCN3CCOCC3)nc3nc[nH]c23)cc1,0.0,2,0.4,-11
C=CCNC(=O)c1c(Cl)nc(C)c(Cl)c1C,-0.1,1,-0.3,0
CCOc1ccc(NC(=O)COc2cccc(C)c2)c([N+](=O)[O-])c1,-0.4,-17,-0.2,7
O=C(CN1CCCC(COCc2ccccc2)C1)Nc1nccs1 (stereo not given),-0.2,-1,1.0,40
COc1ccc(CN2CCc3ccccc3C2)c(O)c1,-0.1,7,-0.2,-56
Cc1nc(NC(=O)/C=C/c2ccc(C(C)(C)C)cc2)sc1C(=O)N(C)C,0.3,-4,0.1,21
O=C1OC(c2ccc(Cl)cc2)=N/C1=C\N1CCCCC1,0.1,-2,-0.5,5
COc1cc(NC(=O)c2ccc(C)c(Cl)c2)ccc1NC(=O)c1cc2ccccc2o1,-0.1,4,0.8,-5
O=C(CC(=O)NC1CCCCC1)NC1CCCCC1,0.0,-2,-1.4,-8
Cn1c(=O)c2c(ncn2CN2CCCCCC2)n(C)c1=O,-0.1,12,3.0,-6
COc1ccc(CCNC(=O)CSc2nc3c(sc(=S)n3-c3ccccc3C)c(=O)n2-c2ccc(C)cc2)cc1OC,0.1,-7,0.0,15
CN1CCC(=NNC(=O)CN(c2cccc(Br)c2)S(C)(=O)=O)CC1,0.0,8,-0.2,11
COc1ccccc1NC(=O)/C=C/c1ccccc1Cl,-0.1,-73,-0.3,-8
CCCCOc1ccc(C2=N/C(=C\c3ccc(N(C)C)cc3)C(=O)N2c2ccc(OC)c(Cl)c2)cc1,-0.1,-2,0.0,0
CCC(=O)NCCn1c(C)cc2ccccc21,0.0,-1,1.2,-2
CS(=O)(=O)N(Cc1cc2ccccc2[nH]c1=O)C1CCCCC1,0.3,7,0.6,3
O=C(CN1C(=O)CC(c2ccccc2)=Nc2ccccc21)NCc1ccco1,0.5,14,-0.8,4
COc1ccc(C)cc1NC(=O)CC(C)S(=O)(=O)c1ccc2c(c1)SCC(=O)N2 (stereo not given),0.7,8,-1.4,8
COc1cc(C(c2c[nH]c3ccccc23)c2c[nH]c3ccccc23)cc(Br)c1O,-0.2,-24,0.3,-8
CNc1nc(-c2ccc3c(c2)CCN3C(C)=O)c(C)s1,0.8,-47,1.0,22
c1nc(NCC2CCCO2)c2[nH]cnc2n1 (stereo not given),-0.1,5,1.3,11
Ic1ccc(OC2CCCCO2)cc1 (stereo not given),0.3,4,-1.0,9
COc1cc2nc(-c3cccc(Br)c3)oc(=O)c2cc1OC,-0.1,-7,0.9,6
COc1cc(-c2ccc(NC(=O)Nc3cccc(Cl)c3)c(OC)c2)ccc1NC(=O)Nc1cccc(Cl)c1,0.0,-2,0.1,2
COc1cc(/C=N/NC(=O)CC(=O)Nc2cccc(C(F)(F)F)c2)ccc1O,0.1,3,0.2,-4
CC1CN(CC(=O)NCc2cnn(C)c2)Cc2ccccc2O1 (stereo not given),-0.2,2,1.6,-2
COc1cccc(C(C[N+](=O)[O-])c2c(C)[nH]n(-c3ccccc3)c2=O)c1 (stereo not given),0.0,0,2.4,6
CCOc1ccccc1CNC(=O)Cn1ncn2c(cc3sc(C)cc32)c1=O,0.2,-7,-0.1,-4

(list continues)
structure,FBW7 act,TEAD-YAP inh,GPR151 ag,MITF inh
CCC(=O)N1CCc2cc(-c3csc(NC(=O)c4ccccc4OC)n3)ccc21,-0.1,7,-1.2,17
CCCNC(=O)N1CCC(n2nccc2NC(=O)CCOc2ccccc2)CC1,0.6,4,1.2,-16
COc1ccc(S(=O)(=O)N(C)c2ccc(C(=O)Nc3cccc(SC)c3)cc2)cc1,0.0,2,0.0,1
CCOc1ccccc1C(=O)Nc1c2c(nn1-c1cccc(Cl)c1)CS(=O)C2 (stereo not given),0.2,-10,-1.5,11
Cc1sc2nc(CN3CCOCC3)nc(Oc3cccc[n+]3[O-])c2c1C,0.1,-6,1.2,11
CCCN1CC=C2C(C#N)=C(N)C(C#N)(C#N)C(c3ccccc3F)C2C1 (stereo not given),0.0,10,0.2,11
CC(=O)N/C(=C/c1ccccc1)C(=O)NCCc1cccc2ccccc12,0.0,-3,0.2,10
O=C1N/C(=C/c2ccc(O)cc2)C(=O)N1Cc1ccc(Br)cc1,0.0,-8,0.4,-10
CCOC(=O)/C=C/C(=O)Nc1ccc(S(=O)(=O)Nc2ccc(F)cc2)cc1,-0.1,-1,0.3,7
COc1ccccc1N1CC(O)(c2ccc3c(c2)OCCO3)[N+]2=C1CCCCC2 (stereo not given),0.0,5,0.0,12
COc1ccc(N2C(=S)NC(C)(C)C=C2C)cc1,0.6,-6,-0.9,28
COc1ccc(-n2c(SCc3csc(C)n3)nc3c(sc(=S)n3-c3ccccc3)c2=O)cc1OC,-0.1,7,-0.2,-3
O=C(COc1cccc2cccnc12)N/N=C/c1ccc([N+](=O)[O-])cc1,0.0,3,3.1,4
O=C(CCN1CCc2ccccc21)NCCN1CCOCC1,-0.1,7,-0.5,-4
Cc1sc2[nH]c(=O)n(-c3ccc(Cl)cc3)c(=O)c2c1C,0.0,-9,-0.6,8
C[C@@H]1NC(=O)[C@@H]2C[C@H](NCc3cn(C)nc3-c3ccccc3)CN2C1=O,-0.3,2,-1.6,4
Cc1nc(NCCNS(=O)(=O)c2ccc(F)cc2)c2c3c(sc2n1)CCCC3,-0.2,4,-0.6,0
O=C1CCCN1CCn1cnc2c(NC3CC3)nc(-c3ccccc3)nc21,0.6,-2,-1.7,20
O=C1NC2(CCCC2)C(=O)N1CCS(=O)(=O)Oc1ccc(Cl)cc1Cl,0.7,4,0.3,6
COc1cc(OC)c(C2C(C#N)=C(N)OC3=C2C(=O)CC(C)(C)C3)c(OC)c1 (stereo not given),0.0,6,0.4,1
COc1cccc(-c2nc(CS(=O)CC(=O)NCc3ccc(Cl)cc3)c(C)o2)c1 (stereo not given),0.0,5,-0.7,19
COc1ccc(NC(=O)CSc2nnc(CNC(=O)c3cccs3)n2-c2cc(OC)ccc2OC)cc1,0.1,9,-0.9,-2
Cc1ccc(N(CCCCN2C(=O)c3ccccc3C2=O)C(=O)c2ccc(-c3ccccc3)cc2)cc1,0.5,10,-1.5,14
CCC(Sc1nc2ccccc2[nH]1)C(=O)Nc1cc(C)on1 (stereo not given),-0.1,-12,-0.8,-10
Cc1nn2c(=O)nc3sc4c(c3c2[nH]c1=O)CCCC4,-0.1,-3,0.4,-10
O=[N+]([O-])c1cc(S(=O)(=O)O)ccc1[N+]1=C(O)CCC1,0.0,-1,-0.3,6
CCCNc1nc(Nc2cccnc2)nc2nc[nH]c12,-0.1,20,0.4,-1
CCCCOC(=O)C1=C(N)N2C(=O)C(C)SC2=C(C(=O)OCC)C1c1ccccc1 (stereo not given),0.1,7,0.0,3
O=S(=O)(Nc1ccccc1CO)c1ccc(Cl)cc1,0.0,-10,0.9,-8
O=C(NCCc1ccccc1)C1CCN(C2CCN(Cc3ccc(CO)o3)CC2)CC1,-0.1,14,-0.2,-1

Rewritten field by field: part of the list above.
SMILES: O=[N+]([O-])c1cc(S(=O)(=O)O)ccc1[N+]1=C(O)CCC1
- FBW7 act = 0.0
- TEAD-YAP inh = -1
- GPR151 ag = -0.3
- MITF inh = 6
SMILES: COc1ccc(NC(=O)CSc2nnc(CNC(=O)c3cccs3)n2-c2cc(OC)ccc2OC)cc1
- FBW7 act = 0.1
- TEAD-YAP inh = 9
- GPR151 ag = -0.9
- MITF inh = -2
SMILES: COc1cccc(-c2nc(CS(=O)CC(=O)NCc3ccc(Cl)cc3)c(C)o2)c1 (stereo not given)
- FBW7 act = 0.0
- TEAD-YAP inh = 5
- GPR151 ag = -0.7
- MITF inh = 19
SMILES: Cc1nc(NCCNS(=O)(=O)c2ccc(F)cc2)c2c3c(sc2n1)CCCC3
- FBW7 act = -0.2
- TEAD-YAP inh = 4
- GPR151 ag = -0.6
- MITF inh = 0

Remaining list, next part
structure,FBW7 act,TEAD-YAP inh,GPR151 ag,MITF inh
CC(C)(C)c1ccc(C(=O)Nc2nnc(-c3ccc(Br)cc3)s2)cc1,-0.2,-7,1.0,5
C[C@H]1NC(=O)[C@@H]2C[C@H](NC(=O)Nc3ccccc3F)CN2C1=O,-0.1,-2,-0.7,10
CN1CCN(C(CNC(=O)c2cnccn2)c2ccc(F)cc2)CC1 (stereo not given),0.2,-6,-1.3,16
COc1ccc(S(=O)(=O)N2CCN(C(=O)c3ccccc3)CC2)cc1F,-0.1,6,0.2,1
